NCI-60 one-dose screen, 48 h, at 10 µM unless noted. Numbers give growth in % (100 = growth as untreated, 0 = no growth, -100 = all killed).
HL-60(TB) – HL-60(TB) leukemia cells | hit rate 9% among 78,000; active = growth percent below 10
Numbers without * were called inactive; & = joins results of further samples; [ ] = dose if it differs, or a comment. A portion of the library. The share of hits here may be higher or lower than overall.

SMILES	HL-60(TB)
CCC1(CCC(C)C)C(=O)NC(=O)N(c2ccccc2)C1=O (stereo unspecified)	114
CC(C)(C)C(=O)C1CC(C#N)=C2C=Cc3c(ccc4ccccc34)N21 (stereo unspecified)	108
O=C1Nc2ccc([N+](=O)[O-])cc2/C1=C\c1cccs1	98
Nc1ncnc2c1cnn2-c1ccc(Cl)cc1	103
COc1cc(-c2nc(NC(C)=O)sc2-c2ccnc(NCCNS(=O)(=O)c3ccccc3)n2)ccc1Cl	-22*
O=S(=O)(Cc1ccccc1)C(CCCc1ccccc1)S(=O)(=O)Cc1ccccc1	85
CCN1[C@@H]2CC[C@H]1/C(=C\c1ccc(C)cc1)C1=C2[C@@H](c2ccc(C)cc2)C(C#N)=C(N)O1	71
COc1cc2cc(Oc3ccc(NC(=O)Nc4ccc(Cl)c(C(F)(F)F)c4)cc3)c(C)nc2cc1OCCN1CCCCC1	31
N#Cc1c(Nc2ccccc2)nn2c(-c3ccc([N+](=O)[O-])cc3)ccnc12	94
COc1cc(-c2nn(-c3cccc(NC(=O)CCNc4ccc(N5CCOCC5)cc4)c3)cc2-c2ccncc2)ccc1Cl	8.4*
CN1C(=O)N(C)C2(c3ccccc3)N(CC(=O)NCCN3CCNCC3)C(=O)NC12c1ccccc1 (stereo unspecified)	94
CC1CCCC1OC(=O)c1ccc([N+](=O)[O-])cc1 (stereo unspecified)	100
CC(=O)Oc1ccc(N2C(=O)CCSC2=S)cc1C(=O)O	92
O=C(Nc1ccccc1)Oc1ccc[nH]c1=O	96
Cc1nc(-c2cc3ccccc3oc2=O)ccc1C(=O)/C=C/c1ccccn1	33
COc1cccc(/C=C2\Cc3c(F)ccc(Br)c3C2=O)c1OC	87
CN1CCN(c2ccc(C(=O)Nc3cccc(C#Cc4cccc5[nH]nc(N)c45)c3)cc2C(F)(F)F)CC1	-36*
CCCCCCC(C(=O)OCC)(C(=O)OCC)C1CCCCCC1	106
Clc1ccc(SCNc2cccc(Cl)c2)cc1	75
CC(=O)c1c(NS(=O)(=O)c2ccc(N)cc2)c(-c2ccccc2)n(C)c1C	122
Cc1ccc(-c2onc3c(=O)[nH]nc(-c4ccccc4)c23)cc1	-8.1*
O=C1c2ccccc2-c2ccc3c4ccc5c6c(ccc(c7ccc1c2c73)c64)-c1ccccc1C5=O	84
Oc1ccccc1\C=N/N=C/C=C/c1ccccc1	39
OCCN(CCO)C(Cc1ccccc1)c1ccccc1 (stereo unspecified)	59
S=C(Nc1ccc(OCc2nc3ccccc3[nH]2)cc1)NC1CCCCC1	103
NC(=O)c1cccc(-c2cc(C(N)=O)ccc2Cl)c1	-23*
O=C(Nc1cccc(C(F)(F)F)c1)c1cc(Cl)ccc1O	60
COc1ccc(-c2cc(-c3cccnc3)nc3oc(C(=O)c4ccc(C)cc4)c(N)c23)cc1OC	94
C=C1c2c(Cl)ccc(O)c2C(O)=C2C(=O)C3(O)C(O)=C(C(N)=O)C(=O)C(N(C)C)C3C(O)C12 (stereo unspecified)	62
COc1ccc2nc(NC(=O)COc3cc(/C=C\c4cc(OC)c(OC)c(OC)c4)ccc3OC)sc2c1	25
COC1NC(Cl)=C(C#N)C(C#N)(C#N)C1(C)C (stereo unspecified)	93
CCOP(=O)(OCC)N(CCCSC/C=C(\C)CC/C=C(\C)CCC=C(C)C)CCCN1CCN(C)CC1	12
COc1ccc2nc(-c3ccc(N/C=C\C(=O)c4cc(OC)c(OC)c(OC)c4)cc3)sc2c1	124
Cn1cc(NC(=O)CCl)c(=O)n(C)c1=O	54
CCC(=O)N(Cc1ccc(F)cc1)NS(=O)(=O)c1ccccc1	81
C/C(=N\O)C(CN1CCCCC1)C(c1ccccc1)c1c(O)c2ccccc2oc1=O (stereo unspecified)	108
CC/C(Cc1ccccc1)=C(\c1ccc(OCCN2CCCC2)cc1)c1ccc(OC(C)=O)cc1	71
COc1cc2cc3c(=O)n4c(cc5ccncc54)c(=O)n3c2cn1	103
N=C(N)N=Nc1ccc(NN=C(N)N)cc1	101
O=C(c1ccccc1)C(Br)C(Br)c1cccc([N+](=O)[O-])c1 (stereo unspecified)	-2.4*
CCN1CCN(CC(=O)NC23CC4CC(CC(C4)C2)C3)C(=O)c2ccccc2C1=O	116
CC(C)COC(=O)c1ccc(NC(=O)CN2CCOCC2)cc1	81
COc1cc(O)c2c(c1N)C(=O)c1ccccc1C2=O	88
CC(C)(C)OC(=O)CSC#N	116
Cc1cc(=O)n(C(=O)Nc2ccc(C(F)(F)F)cc2)c2cc(O)ccc12	117
CCOC(=O)/C(=C\c1ccc2c(c1)OCO2)c1ccccc1	71
CCC(O)CCC(CC)CC (stereo unspecified)	58
C(=C\c1ccco1)/c1ccco1	97
COc1ccccc1C(=O)NNC(=O)CSc1nc2ccccc2c(=O)[nH]1	98
Nc1nc(SN=Nc2ccc(S(N)(=O)=O)cc2)c2[nH]cnc2n1	-16*
COc1cc(/C=N/NC(=O)c2cc(N)n(CC(O)c3ccccc3)n2)ccc1OC(F)F (stereo unspecified)	96
O=c1[nH][nH]c2ccccc12	69
COc1ccc(/C(=N\N)C(=O)c2ccccc2)cc1 (tested in a mixture with another compound)	78
NC(=O)c1ccccc1[N+](=O)[O-]	104
Cc1ccc(-n2c[n+]([O-])c(-c3ccccc3)c2-c2ccccc2)cc1	88
CC(=O)Nc1cccc(-c2nc3ccccc3n2Cc2ccc(Cl)cc2)c1	82
COc1cc(C(=O)c2ccccc2C(=O)O)c(OC)c2c1CCCC2	97&37
CCCCc1cccc(OC)c1OCc1ccccc1	58
O=C(Nc1ccccc1C1=NCC(CO)O1)c1ccc(C(F)(F)F)cc1 (stereo unspecified)	92
O=c1cc[nH]c2c(Cl)c3nnn(OCc4ccc([N+](=O)[O-])cc4)c3cc12	92

Six neighbouring records from above:
SMILES	HL-60(TB)
Cc1ccc(-n2c[n+]([O-])c(-c3ccccc3)c2-c2ccccc2)cc1	88
CC(=O)Nc1cccc(-c2nc3ccccc3n2Cc2ccc(Cl)cc2)c1	82
COc1cc(C(=O)c2ccccc2C(=O)O)c(OC)c2c1CCCC2	97&37
CCCCc1cccc(OC)c1OCc1ccccc1	58
O=C(Nc1ccccc1C1=NCC(CO)O1)c1ccc(C(F)(F)F)cc1 (stereo unspecified)	92
O=c1cc[nH]c2c(Cl)c3nnn(OCc4ccc([N+](=O)[O-])cc4)c3cc12	92

The list goes on.
SMILES	HL-60(TB)
O=C1NCCS(=O)(=O)/C1=C\C=C\c1cccc(C(F)(F)F)c1	1.7*
CC(=O)OCC(=O)[C@@]1(O)CC[C@H]2[C@@H]3CCC4=CC(=O)C=C[C@]4(C)[C@H]3C(=O)C[C@@]21C	99
COc1cc(CNC(=O)C[C@H](C)CCC=C(C)C)ccc1OCc1cn(-c2ccc(Cl)cc2Cl)nn1	96
O=C1c2ccccc2C(=O)C1C(=O)C1CC1	83
Clc1nc(-c2ccccn2)nc2sc3c(c12)CCCCCC3	96
Cc1ccc(C)c2c(C)c(C(=O)Nc3cccc(-n4cccn4)c3)oc12	88[50 µM]
Cc1ccc(C2=NN3C(C2)c2ccccc2OC3c2ccc(/C=C3\SC(=O)NC3=O)cc2)cc1 (stereo unspecified)	98
Nc1nc(O)c(N)c(=O)[nH]1	115
COc1ccc(NCc2cn(-c3ccc(C(=O)O)cc3)nc2-c2ccc(B(O)O)cc2)cc1C(F)(F)F	102
CCCCCCCCCCCCCCCCCc1nc(N)nc(N)n1	72
N#C/C(=C\C=C\c1ccc(-c2cc(Cl)ccc2Cl)o1)c1nc2ccccc2s1	98
COc1ccc(-c2nc3cc(C(=O)NCc4ccccc4)ccc3n2C2CCCCC2)cc1	71
CS(=O)(=O)c1nccc(-c2c(-c3ccc(O)cc3)nc3sccn23)n1	98
COc1ccc(-c2nc3ccc(F)cc3s2)cc1	82
COc1cc(C2C(C#N)=C(N)Oc3cc(O)ccc32)cc(OC)c1OC (stereo unspecified)	-26*
CCOC(=O)c1cnc2sc(-c3ccccc3)nc2c1N	106
CCn1c(SCC(=O)Nc2nc3ccc(F)cc3s2)nnc1-c1cccnc1Nc1cc(OC)c(OC)c(OC)c1	99
NC(N)=N/N=C\c1ccc(O)c(O)c1	110
O=C(CCCCCCCCC(=O)OCCOc1ccccc1)OCCOc1ccccc1	92
COc1ccc(-c2nc(SCC(C)C)nc(N(CCO)CCO)c2C#N)cc1	87
C=C1C(=O)O[C@@H]2[C@@H]3O[C@@](C)(CC/C=C(\C)CCC[C@@H]2C)[C@H](O)C[C@@H]13	14
OCc1ccc(-c2ccccc2)cc1	90
CC(=O)Nc1ccc2oc(C(=O)c3ccccc3)c(C)c2c1	96
CCn1c2ccccc2c2cc(C(=O)c3ccc(C)c4ccccc34)ccc21	8.9*
O[C@@H]1Cc2cc(Cl)ccc2N[C@H](c2cccs2)C1	112
Clc1cncc(Nc2ncnc3ccc(-c4cnc5[nH]ccc5c4)cc23)c1	98
COc1ccccc1NC(=O)Nc1cnc(Nc2ccc(N3CCOCC3)cc2)nc1Oc1ccc(C)cc1OC	70
O=c1[nH]c2ccccc2cc1CSc1ccccc1Nc1nccc(-c2ccc3c(c2)OCO3)n1	98
COc1cc2c(cc1C)NC(=O)/C2=C\c1c[nH]c2ccccc12	48
N#CC1C(=N)Cc2ccccc2-c2ccccc21 (stereo unspecified)	28
Cc1cc(C)c(CC(C)C)c(C)c1	134
Nc1c(Br)cc2c3c(cccc13)-c1ccccc1-2	83
Cc1ccc(Nc2ncnc(Cl)c2N)cc1	110
CSc1nc(-c2cccc(NC(=O)/C=C/C(=O)O)c2)c(C#N)c(=O)n1C	102
COc1cc2nc(SCc3cc(OC)c(OC)c(OC)c3)n(-c3ccc(Cl)cc3)c(=O)c2cc1OC	99
Cc1cc(C)c2[nH]c(O)c(N=NC(=O)c3ccc(S(N)(=O)=O)cc3)c2c1	102

Reformatted as a markdown table: 2 of the compounds above
| Compound | HL-60(TB) |
| --- | --- |
| N#CC1C(=N)Cc2ccccc2-c2ccccc21 (stereo unspecified) | 28 |
| O=c1[nH]c2ccccc2cc1CSc1ccccc1Nc1nccc(-c2ccc3c(c2)OCO3)n1 | 98 |

Later entries.
SMILES	HL-60(TB)
COc1cc2cc(NCc3cnn(C)c3C)nc(C)c2cc1OC	98
Cc1ccc(/C=C(\C#N)c2cc3ccccc3n2C)cc1	4.5*
Nc1ccc(C2=NNC(=O)Cc3cc4c(cc32)OCCO4)c(Cl)c1	100
Cc1ccccc1OCc1ccccc1Br	102
CCCCCCCCNc1ccc(C(=O)OCC)cc1	98
CCOC(=O)c1ccc2c(c1)nc(-c1ccc(OCc3ccccc3)c(OC)c1)n2-c1cc(C(C)(C)C)[nH]n1	82
CC(=O)c1ccc(Br)cc1	96
COc1ccc(/C=C2\C(=N)N=C(SCc3nc4ccccc4[nH]3)NC2=O)cc1	103
Oc1ccc(OCc2ccccc2)cc1	30&61&104
CC(C)(CCl)c1ccccc1	132
COc1cc(/C(C)=C(/c2ccc(O)cc2)c2ccc(Cl)cc2)ccc1F	67
Cc1c2c(c(C)c3c1oc1ccc(O)cc13)C(=O)N(CCO)C2=O	98
C#COc1cccc(Nc2ncnc3cc(NC(=O)[C@@H](C)Cl)ccc23)c1	11[6.25 µM]
O=C(O)CCCCCCCCC(=O)O (tested in a mixture with another compound)	115
O=C1N/C(=N\c2nnc(-c3ccc(O)cc3)s2)S/C1=C\c1ccc(Br)cc1	109
N#C/C(=C\c1ccc([N+](=O)[O-])cc1)c1cc2ccccc2[nH]1	54
COc1ccc(-c2c(C(=O)NS(C)(=O)=O)n(Cc3cccc(C(F)(F)F)c3)c3ccccc23)cc1	102
COc1cc2nc(N3CCC[C@H](NC4=CC(=O)c5ccccc5C4=O)C3)nc(N)c2cc1OC	-65*
C=CCOc1ccc(Cl)cc1Cl	21
O=C1c2ccccc2C(=O)c2c(SC(=S)N3CCOCC3)cccc21	98
O=C(C1CCCCC1)N1CCN(C(=O)C2CCCCC2)CC1	100
COc1ccc(-c2nc3c(N)c(CO)c(C)nc3o2)cc1	98
CN(C)CC1CCCCC1O (stereo unspecified)	108
CCN(CC)C(=O)C(CCN1CCCCC1)(c1ccccc1)c1ccccc1	93

Another view of four compounds above:
| SMILES | HL-60(TB) |
| --- | --- |
| COc1ccc(-c2nc3c(N)c(CO)c(C)nc3o2)cc1 | 98 |
| O=C(C1CCCCC1)N1CCN(C(=O)C2CCCCC2)CC1 | 100 |
| COc1cc2nc(N3CCC[C@H](NC4=CC(=O)c5ccccc5C4=O)C3)nc(N)c2cc1OC | -65* |
| CN(C)CC1CCCCC1O (stereo unspecified) | 108 |

Part of the list above in order of formula weight, highest first:
SMILES	HL-60(TB)
Cc1c2c(c(C)c3c1oc1ccc(O)cc13)C(=O)N(CCO)C2=O	98
COc1cc2c(cc1C)NC(=O)/C2=C\c1c[nH]c2ccccc12	48
CCOC(=O)/C(=C\c1ccc2c(c1)OCO2)c1ccccc1	71
NC(N)=N/N=C\c1ccc(O)c(O)c1	110

(list continues)
SMILES	HL-60(TB)
F[C@H]1CCO[C@H](c2ccc3ccccc3c2)C1	113
O=C(Nc1cccc2c1C(=O)c1cccc(Nc3cccc4c3C(=O)c3cccc(NC(=O)c5ccccc5)c3C4=O)c1C2=O)c1ccccc1	118
CCN(Cc1ccc(S(=O)(=O)O)cc1)c1ccccc1	131
NC(CS)C(=O)NNc1n[nH]c(=S)n1N (stereo unspecified)	102
Cc1ccc(Oc2ccc(NC(=O)Cn3c(=O)ccn(CCCCCCCCOc4ccc(Br)cc4)c3=O)cc2)cc1	60
CCOc1n[nH]c(-c2ccccc2)n1	105
CC(C)(C)CC(C)(C)n1nnnc1C(NC12CC3CC(CC(C3)C1)C2)c1c(F)cc(F)cc1F (stereo unspecified)	73
Cn1c2c(c3ccccc31)[C@H]1C(=O)N(c3ccccc3)C(=O)[C@H]1C[C@H]2c1ccco1	99
CCN(CC)CCNc1cc(OC)c(C)c2cccnc12	104
COc1cc2oc(-c3cccc(C(=O)Nc4ccc(Cl)cc4)c3)cc(=O)c2c(OCCN)c1OC	-56*
CCOC1(OCC)OC(c2ccccc2)=C(C#N)C(/C=C\c2ccccc2)C1(OCC)OCC (stereo unspecified)	80
O=[N+]([O-])c1ccc(OCCCCCCOc2ccc([N+](=O)[O-])cc2)cc1	79
O=C(CCn1cc[n+](CC(=O)c2ccc(Cl)cc2)c1)Nc1cccc2cccnc12	89
NC(=O)C1Cc2ccccc2CN1C(=O)c1ccc2ccccc2c1 (stereo unspecified)	100[50 µM]
CC(C)c1ncc([N+](=O)[O-])n1C	118
